FXIa single inh – inhibitors of human coagulation factor XIa; 33,000 tested, 0.3% active; P03951; purified human FXIa, fluorogenic AMC substrate cleavage; inhibition, % at 10 µM; AID 687;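 active = inhibition above 40% in the primary screen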;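 also: 0% = enzyme without compound and 100% = blank wells lacking enzyme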
Target sequence (P03951 19-387 limits assumed): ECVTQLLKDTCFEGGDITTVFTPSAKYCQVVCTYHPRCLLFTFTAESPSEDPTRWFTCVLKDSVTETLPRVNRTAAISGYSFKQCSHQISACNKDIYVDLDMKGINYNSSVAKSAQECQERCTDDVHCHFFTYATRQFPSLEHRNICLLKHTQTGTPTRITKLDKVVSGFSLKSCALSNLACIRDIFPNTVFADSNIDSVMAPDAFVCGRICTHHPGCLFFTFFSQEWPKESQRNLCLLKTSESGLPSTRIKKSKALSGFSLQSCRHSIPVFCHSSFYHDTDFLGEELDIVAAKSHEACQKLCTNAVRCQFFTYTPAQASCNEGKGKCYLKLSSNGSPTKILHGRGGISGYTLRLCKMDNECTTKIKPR
Target sequence (P03951 388-625 limits assumed): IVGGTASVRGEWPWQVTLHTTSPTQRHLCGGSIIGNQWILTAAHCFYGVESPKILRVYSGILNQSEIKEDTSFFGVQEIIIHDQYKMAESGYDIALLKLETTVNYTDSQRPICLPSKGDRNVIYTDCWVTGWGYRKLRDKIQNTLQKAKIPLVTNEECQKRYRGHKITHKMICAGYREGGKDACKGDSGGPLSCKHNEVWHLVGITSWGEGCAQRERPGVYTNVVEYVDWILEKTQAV
FXIIa inh – blocks human coagulation factor XIIa activity; 33,000 tested, 0.2% active; purified human FXIIa, AMC substrate fluorescence, 2 h; inhibition, % at 10 µM; AID 701; P00748; in the data active = inhibition above about 30%;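 also: 0% = enzyme with vehicle only and 100% = no enzyme blank; many of its hits are not listed in these tables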
* = called active by the depositor.

SMILES	FXIa single inh	FXIIa inh
Cc1cccc(NC(=O)c2cc(S(=O)(=O)NCc3ccco3)ccc2F)c1C	-5.1	19.2
Cc1nn(Cc2n[nH]c(=S)n2Cc2ccccc2)c(C)c1Cl	10.6	4.6
COc1ccc(N/N=C(\C=N\O)C(=O)c2ccc(OC)cc2)cc1	20.1	-8.6
CN(C(=O)c1ccc(S(=O)(=O)NC2CCCC2)cc1)C1CCCCC1	2.6	9.2
Cc1ccc(CNC(=O)NC2CCCCC2)cc1	11.3	1.6
Cc1ccccc1CSc1nncn1N	-5.4	-3.8
COc1ccccc1OCCCn1c(=O)oc2ccccc21	-3.7	7.2
CC(=NC1CC1)C1=C(O)c2ccccc2C1=O	6.1	-3.7
CCN(CC)CCNC(=O)C1c2ccccc2C(=O)N(CCOC)C1c1ccc(F)cc1 (stereo unspecified)	-6.9	6.6
COc1ccc2nc(N)sc2c1	1.9	5.3
CC(C)c1ccc(C(=O)NCCCc2ccccc2)cc1	-5.0	2.0
CCc1ccc(NC(=O)CSc2nc3n[nH]c(C)c3c(=N)n2-c2cccc(OC)c2)cc1	-0.5	8.3
CCOc1ccc(N(CC(=O)NCc2ccccc2)S(C)(=O)=O)cc1	5.0	0.2
Cn1c(=O)c2cc(S(=O)(=O)NC(C(=O)Nc3cccc(F)c3)c3ccccc3)ccc2n(C)c1=O (stereo unspecified)	1.7	4.0
O=C(CSc1nnnn1C1CCCCC1)NCc1cccc(C(=O)O)c1	-2.0	1.2
CCOCCc1nnc(N)s1	11.2	-14.0
Nc1ccc2nc(-c3ccccc3)sc2c1	-22.3	-54.5
Cc1cccc(S(=O)(=O)c2c(N)n(/N=C/c3ccccc3)c3nc4ccccc4nc23)c1	3.5	7.5
COC(=O)c1ccc(CN(c2ccccn2)S(=O)(=O)c2ccccc2)cc1	5.5	7.0
COc1ccc(S(=O)(=O)N2CCC(C(=O)NCC3CCCO3)CC2)cc1C (stereo unspecified)	0.9	8.4
O=C(CSc1nnc(-c2ccco2)n1Cc1ccco1)NCc1ccccc1	0.1	-3.4
O=C(CN1C(=O)C2CCCCC2C1=O)Nc1nc(-c2ccccn2)cs1 (stereo unspecified)	24.5	-15.6
Cc1nn(CC(=O)Nc2ccc(C(=O)N(C)C)cc2)c(=O)c2ccccc12	-2.7	9.2
COc1ccc2c(=O)c(-c3ccccc3)c(C)oc2c1	10.1	4.0
O=C(Cc1ccccc1)Nc1scc(-c2ccccc2)c1C(=O)N1CCOCC1	15.2	-14.1
CCOc1ccc(C(O)Cc2nc3ccccc3n2C)cc1 (stereo unspecified)	4.6	2.4
CCOc1ccc(NC(=O)CN(C2CCCCC2)S(C)(=O)=O)cc1	14.4	4.1
Cc1cc2c3c(c1C)C1(C(=O)N3C(C)(C)CC2C)C(C#N)=C(N)OC2=C1C(=O)CC(C)(C)C2 (stereo unspecified)	0.8	2.7
CCCCNC(=O)c1cccc(C(=O)NCCCC)c1	-7.8	1.1
CCOC(=O)Cc1c(C)nc2c(-c3ccc(Cl)cc3)c(C)[nH]n2c1=O	-2.6	8.7

One compound at a time, from the list above. Order of screens: FXIa single inh, FXIIa inh
Nc1ccc2nc(-c3ccccc3)sc2c1 as listed: -22.3, -54.5
CCOc1ccc(NC(=O)CN(C2CCCCC2)S(C)(=O)=O)cc1 as listed: 14.4, 4.1
CCOCCc1nnc(N)s1 as listed: 11.2, -14.0
O=C(CN1C(=O)C2CCCCC2C1=O)Nc1nc(-c2ccccn2)cs1 (stereo unspecified) as listed: 24.5, -15.6
O=C(CSc1nnc(-c2ccco2)n1Cc1ccco1)NCc1ccccc1 as listed: 0.1, -3.4

Next records follow:
SMILES	FXIa single inh	FXIIa inh
Cn1nc(-c2ccccc2)c(-c2nc(-c3ccccc3Cl)no2)c1Cl	10.0	4.3
O=C(COC(=O)c1cnccn1)NCc1ccccc1	0.0	8.2
CCn1cc(C2=NCCO2)c2ccccc21	3.7	4.4
CC12CCC(C(=O)NCc3ccc(Cl)cc3)(OC1=O)C2(C)C (stereo unspecified)	5.0	13.1
CCOC(=O)N1CCN(C(=O)c2cn(CC)c3ccc(S(=O)(=O)N4CCCC4)cc3c2=O)CC1	-3.1	-1.4
O=C(CCN1C(=O)c2ccccc2C1=O)Nc1cc(F)ccc1F	-3.0	-6.8
Cc1ccc(N(C(=O)C2CCC(=O)N2)C2(C(=O)NC3CCCC3)CCCCC2)cc1 (stereo unspecified)	-6.3	-0.4
O=C(c1ccco1)N1CCN(Cc2nc3ccc([N+](=O)[O-])cc3c(=O)n2-c2ccccc2F)CC1	8.5	4.8
O=C1CSC(c2ccccn2)N1c1ccc2ccccc2c1 (stereo unspecified)	-0.9	2.2
C[N+]1(CC(=O)Nc2ccc(F)cc2)CCN(C(=O)c2ccco2)CC1	-6.4	-0.1
CC(C)C(O)(C#CCN1CCCC1)c1ccccc1 (stereo unspecified)	-5.5	8.1
Cc1cc2ncn(C(=O)N3CCCCCC3)c2cc1C	-0.1	-17.0
CC(CN1CCOCC1)C(=O)c1ccccc1 (stereo unspecified)	-0.1	8.3
O=C(CCN1CCOCC1)c1ccc2c(c1)OCCO2	3.2	7.9
CC(=O)C1=C(O)C(=O)N(c2ccc(S(N)(=O)=O)cc2)C1c1ccc([N+](=O)[O-])cc1 (stereo unspecified)	-0.6	9.7
CN(C)S(=O)(=O)c1ccc(N2CCCC2)c(C(=O)NCc2ccccc2)c1	5.9	6.8
COC(=O)c1ccc(NC(=O)CNS(=O)(=O)c2cccs2)cc1	-6.7	3.6
Cn1c(O)c(C(C#N)=C2N=c3ccccc3=N2)c2ccccc21	-0.2	3.7
C/C(CC(C)(C)C1CCCCC1)=N\NC(N)=S	18.4	-11.7
CCSc1nnc(-c2ccncc2)o1	-0.4	3.4
O=C(CN1C(=O)COc2ccccc21)NCc1ccc(C(=O)O)cc1	1.2	5.5
NC(=O)C1(N2CCCCC2)CCN(C2CC(=O)N(Cc3cccs3)C2=O)CC1 (stereo unspecified)	-2.1	6.8
O=C(Nc1ccc(Cl)cc1)Nc1cccnc1	5.2	10.3
COc1ccc(NC(=O)Nc2ccc(F)cc2F)c(C)c1	3.4	3.6
CC(NC(=O)c1ccco1)c1ccc2c(c1)OCCO2 (stereo unspecified)	0.2	2.9
O=C(NCCCNC(=O)C(F)(F)C(F)F)C(F)(F)C(F)F	-3.1	6.1
CC(=O)c1cc(OC(=O)c2ccncc2)ccc1OC(=O)c1ccncc1	1.7	9.2
CCCCNc1cc(C)nc(N2CCOCC2)n1	-8.8	7.4
O=C(O)c1ccc(NC(CSCc2ccc(F)cc2)C(=O)O)c([N+](=O)[O-])c1 (stereo unspecified)	-3.0	6.3
CCc1c(C)nc2cc(-c3ccc(OC)c(OC)c3)nn2c1N1CCCC1	-4.8	1.9
CC(=O)N1CC2(C)CN(C(C)=O)CC(C)(C1)C2	-1.8	4.2
COc1ccc(C(=O)Nc2ccc3oc(Cc4ccc(Cl)cc4)nc3c2)cc1OC	0.0	-3.1
CC(C)CCNc1nc2c(cc1C#N)COC(C)(C)C2	-3.7	-2.0
O=C(CC1C(=O)N(c2ccc(F)cc2)C(=O)N1Cc1ccccn1)Nc1ccccc1 (stereo unspecified)	-4.3	6.9
CC(Sc1ccc(Cl)cc1)C(=O)Nc1ccc(S(=O)(=O)N2CCOCC2)cc1 (stereo unspecified)	-8.1	4.1
O=C(CCNC(=O)c1ccc(Br)o1)NC1CCCC1	3.0	3.0
CC(NC(=O)C(Cc1ccccc1)NC(=O)c1ccccc1)C(=O)O (stereo unspecified)	7.6	8.6
CCCCC(=O)Nc1cccc(-c2nnc(-c3ccccc3)o2)c1	33.6	-11.2
Cc1ccc(S(=O)(=O)N2CC(=O)Nc3ccccc32)cc1	-1.5	0.6
O=C(CN1CCSCC1)N/N=C/c1ccc(F)cc1	-8.3	8.5
Cc1noc(NS(=O)(=O)c2ccc(NC(=O)CSc3nnc(-c4ccccc4)n3C3CCCCC3)cc2)c1C	-9.1	7.7
CCC1SC2=NC(C)=C(C(=O)OCC(C)C)C(/C=C/c3ccccc3OC)N2C1=O (stereo unspecified)	-8.7	4.6
FC(F)(F)c1cc(-c2ccccc2)nc2ncnn12	2.7	7.6
COc1ccc(-c2nc(CN3CCCC(C(=O)NC4CCCC4)C3)c(C)o2)cc1 (stereo unspecified)	6.6	7.3
COCCn1c(C)cc2c(c1=O)C(c1ccco1)C(C#N)=C(N)O2 (stereo unspecified)	2.9	5.7
COc1ccc2[nH]c(C)c(CCN(Cc3cccs3)C(=S)Nc3ccccc3OC)c2c1	-12.2	-12.4
O=C(Nc1ccc(F)cc1)c1ccccc1	-9.4	-3.3
COc1ccc(Cl)cc1NC(=O)CN(C)C(C)C(=O)NCC1CCCCC1 (stereo unspecified)	-6.8	2.3
COc1ccc(-c2cc(C(=O)O)[nH]n2)cc1OC	7.7	8.3
Cn1nc(-c2ccccc2F)c2cc(C(=O)Nc3ccc4c(c3)OCCO4)sc21	-4.1	6.0
Cc1cccc(C)c1NC(=O)C1C2C=CC(C2)C1C(=O)NCc1ccccn1 (stereo unspecified)	-2.5	1.2
O=C(CSCc1ccccc1)NCc1ccc2c(c1)OCO2	4.6	0.5
CN(C)CCCNCCCNC(=O)/C=N/O	-5.0	10.4
CCOC(=O)c1sc(NS(=O)(=O)c2ccc(NC(C)=O)cc2)nc1C	-10.0	2.5
CCCCCn1c(NC(=O)c2ccco2)c(S(=O)(=O)c2ccc(C)cc2)c2nc3ccccc3nc21	1.4	-19.8
O=C(OCCN(C1=NS(=O)(=O)c2ccccc21)c1ccccc1Cl)c1ccc(Cl)cc1	-6.0	5.6
C(/C=C/c1ccco1)=N/N1CCN(c2ccccc2)CC1	-4.5	4.5
CCn1c(N)c(C(=O)NCCOC)sc1=S	-7.2	7.5
CCn1c(=O)cc(SCC(=O)Nc2cccc(SC)c2)c2ccccc21	8.8	5.2
Cc1ccc(-c2cc(C(=O)Nc3cnn(C(C)C)c3)no2)cc1	27.8	-13.3
Further results follow.
SMILES	FXIa single inh	FXIIa inh
Cc1ccccc1OCC(=O)N/N=C/c1cccn1C	-9.2	-7.2
O=C(NCc1ccc2c(c1)OCO2)c1cc2ccccc2oc1=O	31.2	-14.4
Cc1nn(C)c2ncc(C(=O)c3cc(F)ccc3O)cc12	-1.3	5.5
CC(C)(C)NC(=O)CN(C(=O)Cn1nnc(-c2ccc(Cl)cc2)n1)C1CCN(Cc2ccccc2)CC1	-5.2	4.1
Cc1ccccc1-c1nn[nH]n1	19.9	-15.9
Cc1cc(C)nc(N2CCC(C(=O)NCc3ccco3)CC2)n1	-2.9	0.8
O=C1NN(c2ccccc2)C(=O)/C1=C\c1cccc(OC(=O)c2cccs2)c1	0.6	-2.8
CCOc1ccc(C(Nc2ccc(C)cc2)P2(=O)OCCC(C)O2)cc1 (stereo unspecified)	19.4	-8.7
CC(C)C(=O)Nc1sc2c(c1C#N)CCCCC2	2.9	5.6
CC(C)(C)c1cc(C(=O)NCc2ccco2)ccn1	-1.4	4.4
CCCOc1ccc(Br)cc1/C=N/O	-1.9	-2.6
O=C1CC(N2CCC(O)(c3ccc(Cl)cc3)CC2)C(=O)N1Cc1ccc(N2CCCC2=O)cc1 (stereo unspecified)	-1.0	5.3
CC(NC(=O)c1cccnc1)c1ccc2c(c1)OCO2 (stereo unspecified)	6.1	9.2
Cc1ccc(NC(=O)C2(c3ccccc3)CCCC2)nc1	-3.4	11.9
CCOC(=O)C1=C(Cc2ccc(OC)cc2)C(=O)c2ccccc2C1=O	-3.8	-3.2
NC(=O)c1ccccc1N/C=C/C(=O)c1ccc(Cl)cc1Cl	3.9	2.7
COc1ccc(CCCC(=O)O)c(C)c1	-1.1	4.5
CC(=O)Cc1nsc(NC(=O)c2ccc(-c3cccc(C(F)(F)F)c3)o2)n1	-1.2	7.6
COCCCn1c2nc3ccccc3nc2c2c(=O)n(CC3CCCO3)cnc21 (stereo unspecified)	-6.1	-6.2
COC(=O)c1ccc(CSc2ccc3nnc(-c4ccccc4)n3n2)o1	1.0	1.8
Nc1nnc(SCC(=O)NC2CCCCC2)n1-c1ccccc1	0.1	-12.8
CCCCCC1CC(CC(=O)Nc2nncs2)C(=O)O1 (stereo unspecified)	2.3	9.2
O=C(NCc1ccco1)C1(c2ccc(Br)cc2)CCCC1	-6.2	5.6
Cc1ccc(S(=O)(=O)Nc2ccnc3ccccc23)cc1	0.4	-5.9
O=c1oc2c(CN3CCOCC3)c(O)ccc2c2ccccc12	34.6	3.3
Cc1cc(C)nc(-n2nc(C)c3c(C(F)(F)F)cc(=O)[nH]c32)n1	-8.5	18.1
Cc1ccc(S(=O)(=O)c2c(N)n(NC(=O)c3ccccc3C)c3nc4ccccc4nc23)cc1	-0.8	0.0
Cc1nnc(SCC(=O)N(Cc2ccccc2)C(C)C)n1-c1ccccc1	5.3	3.5
COc1ccc(S(=O)(=O)N2CCN(S(=O)(=O)c3ccc4c(c3)OCCO4)CC2)cc1C	11.7	7.7
Cc1c(NC(=O)c2ccc3c4c(cccc24)CC3)c(=O)n(-c2ccccc2)n1C	-3.2	17.1
O=C(NCCCn1ccnc1)C1CC2CCC1C2 (stereo unspecified)	-4.8	6.5

6 successive entries out of the list so far, quoted:
SMILES	FXIa single inh	FXIIa inh
Nc1nnc(SCC(=O)NC2CCCCC2)n1-c1ccccc1	0.1	-12.8
CCCCCC1CC(CC(=O)Nc2nncs2)C(=O)O1 (stereo unspecified)	2.3	9.2
O=C(NCc1ccco1)C1(c2ccc(Br)cc2)CCCC1	-6.2	5.6
Cc1ccc(S(=O)(=O)Nc2ccnc3ccccc23)cc1	0.4	-5.9
O=c1oc2c(CN3CCOCC3)c(O)ccc2c2ccccc12	34.6	3.3
Cc1cc(C)nc(-n2nc(C)c3c(C(F)(F)F)cc(=O)[nH]c32)n1	-8.5	18.1

Compound activity deposited in PubChem BioAssay by PCMD.

Some of the compounds tested. The share of hits here may be higher or lower than overall.
